# HCV inhibitor = HCV inhibition. Potency, µM (doses to about 41.8 µM), inactives show at the top dose activity change, negative = inhibition, most hits filed as inhibitors. Huh7.5.1 HCVcc-Cre infection, luciferase reporter, 44 h. 340,000 compounds, 3.4% hits. AID 651820; note: potency is the fitted concentration of half-maximal effect
#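 Antiviral activity was scored by luciferase reporter output from cells infected with HCVcc-Cre (~0.5 moi) in presence of compound, 44 h infection period, cells seeded 1,000/well 4 h prior.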
# HCMV antiviral = human cytomegalovirus inhibition | HFF cells, HCMV-luciferase reporter, 72 h; active compounds read low | 410,000 compounds, 4.5% hits | activity change, negative = inhibition, % at 57.5 µM; in the data active = activity change below about -60%; inconclusive = no clear call, values can overlap the other calls; inactive = above about -39%
#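 Screen run at 2 compound doses on HFFs infected with reporter HCMV, MOI 1 PFU/cell. Luciferase activity from cell lysates at 72 h post infection gave inhibition relative to buffer-only and Salinomycin wells.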
# Giardia FBPA inh = Giardia lamblia aldolase inhibition | A8B2U2 | purified Giardia FBPA | Potency, µM (doses to about 59.6 µM), without a hit: top-dose activity, negative = inhibition, actives largely listed as inhibitors | 290,000 compounds, 0.71% hits; note: potency is the fitted concentration of half-maximal effect; nearly all actives have a fitted effect of over 55% in size
# Target sequence (A8B2U2 whole entry, looked up): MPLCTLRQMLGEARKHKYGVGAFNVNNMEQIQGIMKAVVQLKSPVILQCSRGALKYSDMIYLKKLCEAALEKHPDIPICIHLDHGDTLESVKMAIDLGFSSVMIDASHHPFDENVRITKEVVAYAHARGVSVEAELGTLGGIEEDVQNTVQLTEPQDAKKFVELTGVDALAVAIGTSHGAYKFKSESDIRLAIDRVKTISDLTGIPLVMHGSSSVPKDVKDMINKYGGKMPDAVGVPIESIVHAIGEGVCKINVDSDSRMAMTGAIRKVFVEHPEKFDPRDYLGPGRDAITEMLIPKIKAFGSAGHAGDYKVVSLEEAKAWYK
#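 Giardia FBPA (40 nM reagent) was preincubated 10 min at RT with compound (up to 57.5 uM final), then substrate plus GAPDH/TPI/NAD/arsenate coupling system with diaphorase/resazurin was added; resorufin fluorescence (525/598 nm) was read after 20 min.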
# AmpC detergent = AmpC beta-lactamase inhibition with detergent present; P00811; AmpC hydrolysis of nitrocefin, absorbance 480 nm, 0.01% Triton; Potency, µM (highest dose often 114 µM), for inactives: top-dose activity change, negative = inhibition, most hits filed as inhibitors; 370,000 compounds, 0.041% hits;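 note: potency is the fitted concentration of half-maximal effect; 0% = no-compound wells and -100% = no-enzyme wells; nearly all actives have a fitted effect of over 25% in size; some results filed as inactive show a strong effect at the top dose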
# Target sequence (P00811 whole entry, looked up): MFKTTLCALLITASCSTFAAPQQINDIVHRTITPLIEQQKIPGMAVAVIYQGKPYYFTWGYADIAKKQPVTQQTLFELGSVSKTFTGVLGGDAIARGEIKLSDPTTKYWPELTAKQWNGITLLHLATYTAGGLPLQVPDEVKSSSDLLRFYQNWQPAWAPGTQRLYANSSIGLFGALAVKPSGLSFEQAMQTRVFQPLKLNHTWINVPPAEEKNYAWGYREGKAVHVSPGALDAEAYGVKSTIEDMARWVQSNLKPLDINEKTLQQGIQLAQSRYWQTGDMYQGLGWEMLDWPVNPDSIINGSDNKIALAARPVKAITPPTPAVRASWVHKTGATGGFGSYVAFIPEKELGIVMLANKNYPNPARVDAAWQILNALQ
#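 AmpC (5.3 nM in the dispensed reagent) in 20 mM phosphate pH 7.0 with 0.01% (detergent screen) or 0.0001% Triton X-100 was preincubated with compounds for 15 min at room temperature. Nitrocefin was then added from an 800 uM solution, and hydrolysis was followed at 480 nm.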
# Sm TGR inh = blocks Schistosoma mansoni thioredoxin glutathione reductase; Potency, µM (doses to about 114 µM), without a hit: at the highest dose activity change, negative = inhibition, hits mostly inhibitors; Q962Y6; purified TGR, DTNB reduction, TNB absorbance 405 nm; 360,000 compounds, 3% hits; note: potency is the fitted concentration of half-maximal effect; nearly all actives have a fitted effect of over 60% in size
#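 First, TGR (20 nM dispensed) and NADPH were mixed with compound. Second, a 15 min room-temperature incubation followed. Third, further NADPH and then DTNB were added to start the reaction. Finally, TNB absorbance was monitored kinetically.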
# AMA1-RON2 inh = inhibitors of Plasmodium falciparum AMA1-RON2 interaction | 360,000 compounds, 0.2% hits | Potency, µM (highest dose often 58.2 µM), without a hit: at the top dose activity change, negative = inhibition, actives largely listed as inhibitors | AID 720542 | AlphaScreen AMA1-biotinylated RON2 peptide binding;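 note: potency is the fitted concentration of half-maximal effect; 0% = vehicle wells and -100% = peptide control; nearly all actives have a fitted effect of over 45% in size; some results filed as inactive show a strong effect at the top dose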
#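 AMA1 (3D7) with his tag at 25 nM final met compounds first, then biotinylated RON2 peptide at 25 nM; detection used donor plus acceptor beads, 10 µg/mL apiece, read by AlphaScreen after 30 min at room temperature.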
# * = called active by the depositor; ? = inconclusive; . = not tested or not shown; & = joins results of further samples; [ ] = another dose, or the depositor's remark. Unless noted, calls come from the whole dose curve; as a rule, active = well fitted curve in the direction sought with a large enough effect; inconclusive = small, poorly fitted or top-dose-only effect, or another doubt; inactive = no such curve, though single readings can be large; an effect the other way counts as inactive or inconclusive. Unless noted, % is set by controls: 0 for no effect and ±100 for the full control effect.
SMILES,HCV inhibitor,HCMV antiviral,Giardia FBPA inh,AmpC detergent,Sm TGR inh,AMA1-RON2 inh
CN(C(=S)Nc1ccccc1F)C1(c2ccccc2Cl)CCCCC1=O (configuration not stated),-5%,-32,-12%,?,-6%,-4%
COc1cc([N+](=O)[O-])cc2cc(C(=O)NC(C)(C)C)c(=O)oc12,6%,11,2%,2%,.,5%
CCCCN1CCNC[C@@H]1c1ccccc1,6%,0,.,2%,-7%,5%
O=C(Cn1cnc2ccccc2c1=O)NCCC(=O)N1CCN(Cc2ccccc2)CC1,9%&22%,12,4%,-5%,?,23%
Cc1ccc(S(=O)(=O)c2nnn3c2nc(NC2CCCCC2)c2sccc23)cc1,.,-25,.,-12%,-10%,.
C(=N\n1cnnc1)/c1cn(Cc2ccccc2)c2ccccc12,?,42,7%,?,4%,0%
CC1CCc2sc(C(=O)NCC(C)(C)N3CCOCC3)cc2C1 (configuration not stated),10%,-19,.,-17%,-15%,-13%
Cc1ccc(Cn2c(CO)cnc2SCC(=O)Nc2ccc(C)c(Cl)c2)cc1,.,-13,.,13%,3%,.
Cc1ccc(CNc2nc3ccccc3n2C)o1,12%,91,2%,-9%,-12%,-10%
O=C(CSc1nnc2ccccn12)Nc1ccccc1C(=O)O,16%,-11,-6%,-5%,1%,-3%
CN(c1cccc(NC(=O)c2cccc([N+](=O)[O-])c2)c1)S(C)(=O)=O,11%,17,-2%,-2%,1%,-2%
COc1cccc(C2=NOC(C(=O)Nc3ccc(C(C)=O)cc3)C2)c1 (configuration not stated),1%,73,5%,-11%,-1%,4%
CSc1ccc(/C=N/N2CCN(Cc3ccc(C)cc3C)CC2)cc1,1%,8,4%,3%,-2%,-19%
CCOc1ccc(CC(=O)Nc2c(C(=O)c3ccc(F)cc3)oc3ccccc23)cc1OCC,.,1,.,-1%,-2%,.
COc1cccc2c1cc1c(=O)n(CC(=O)N3CCN(c4cccc(C(F)(F)F)c4)CC3)nc(C)n12,.,13,.,23%,0%,.
CC(C)(C)S(=O)(=O)c1cnc(-c2cnccn2)nc1N,1%,68,-8%,4%,1%,39%[activator]
CC(NC(=O)COc1ccccc1)C(c1ccccc1)N1CCN(C)CC1 (configuration not stated),-2%,?,-6%,3%,12%[11.4 µM],1%
COc1ccc(NC(=O)Cn2c(=O)n(Cc3nc(C)no3)c(=O)c3cc4c(cc32)OCO4)cc1OC,.,8,.,15%,33%,.
N/C(Cc1ccc(Cl)cc1Cl)=N\OC(=O)c1cccs1,8%,14,-2%,4%,-5%,-1%
O=C(Nc1nc2ccc(S(=O)(=O)N3CCCCC3)cc2s1)c1cccnc1,14%,27,12%,1%,-2%,12%
Cc1cc(C)c2c(c1)/C(=N/NS(=O)(=O)c1ccccc1)CCC2,?,2,-11%,3%,-3%,16%
Cc1nc2ccccc2c(=O)n1/N=C/c1ccccc1,5%,33,2%,0%,26%,1%
CC(C)(C)OC(=O)N1CCC(c2c(C(=O)NCCN3CCCC3)cnn2-c2ccc(Cl)cc2)CC1,.,-16,.,14%,2%,.
Cc1cc(C)cc(NC(=O)C2CCCN2S(=O)(=O)c2cccc3nsnc23)c1 (configuration not stated),.,-6,.,-2%,2%,.
CCn1c(SCC(=O)N2CCCCCC2)nc2c(c1=O)SCC2,.,12,.,-11%,1%,0%

# In the list so far, these have a thiophene ring, fused or not.
SMILES,HCV inhibitor,HCMV antiviral,Giardia FBPA inh,AmpC detergent,Sm TGR inh,AMA1-RON2 inh
Cc1ccc(S(=O)(=O)c2nnn3c2nc(NC2CCCCC2)c2sccc23)cc1,.,-25,.,-12%,-10%,.
CC1CCc2sc(C(=O)NCC(C)(C)N3CCOCC3)cc2C1 (configuration not stated),10%,-19,.,-17%,-15%,-13%
N/C(Cc1ccc(Cl)cc1Cl)=N\OC(=O)c1cccs1,8%,14,-2%,4%,-5%,-1%

# (further entries)
SMILES,HCV inhibitor,HCMV antiviral,Giardia FBPA inh,AmpC detergent,Sm TGR inh,AMA1-RON2 inh
O=C(O)CC1S/C(=N/N=C/C=C/c2ccccc2)NC1=O (configuration not stated),12%&13%,26&-14,7%&17%,?,-5%&-11%,32%&60%[activator]
C[C@@H](C(=O)N1CCN(Cc2ccc3c(c2)OCO3)CC1)n1nnc2ccccc2c1=O,-9%,21,-6%,1%,-10%,-1%
NC(=O)NC(=O)CSc1cccc(C(F)(F)F)c1,18%,14,-2%,2%,-14%,-2%
CCOC(=O)CC(NC(=O)N1CCC(CN2CCC(C)CC2)CC1)c1ccccc1 (configuration not stated),.,2,.,-2%,3%,.
COc1ccc(-c2cc(C(=O)NNC3=NCCC3)c3c(C)nn(-c4ccccc4)c3n2)cc1,?,10,9%,-1%,0%,51%[activator]
CC(C)(C)OC(=O)C[C@H]1C/C=C\C[C@@H](CC(=O)NCCO)C(=O)NCCOC1=O,26%,-5,.,.,.,4%
C[C@H]1CCCC(=O)CCC/C=C/c2cc(O)cc(O)c2C(=O)O1,8%,-99*,4%,0%,0%,-7%
COc1cc(/C=N/NC(=O)Cc2nnc(N)s2)cc(OC)c1OC,14%,-10,1%,2%,-20%,4%
CC(=O)N(C(C)=O)c1c(N2CCCC2)c2ccccc2oc1=O,7%,-20,-1%,-1%,17%,-12%
O=C(NCc1ccccc1)C1=C[C@@H](c2ccccc2)C[C@@H](OCc2ccc(CO)cc2)O1,?,10,?,1%,50µM*,-4%
Cc1ccc(C)c(N2CCN(c3ccc4cc(S(=O)(=O)N5CCC(C)CC5)ccc4n3)CC2)c1,.,19,.,4%,4%,.
COc1ccc(OCC(=O)N2c3ccccc3CC2C)c([N+](=O)[O-])c1 (configuration not stated),?,10,.,.,.,-7%
COc1cc(NC(=S)NCCc2c[nH]c3ccccc23)c(OC)cc1Cl,?,-35,-10%,-7%,-5%,-11%[11.6 µM]
Cc1cccc(NC(=O)C2CCN(C(=O)c3ccccc3C)CC2)n1,-7%,?,.,?,-4%,-10%
Cc1c(NS(=O)(=O)c2ccc3c(c2)Cc2ccccc2-3)c(=O)n(-c2ccccc2)n1C,-9%,33,11%,5%,.,0%
CCCOc1ccc(C(=O)NC(=S)Nc2nc(C)c(C(=O)N(C)C)s2)cc1,?,-22,?,-2%,-1%,8%
COCCSc1nc2c(c(=O)[nH]c(=O)n2C)n1CCC(C)C,1%,-1,0%,-17%,0%,0%
Cc1ccc(NC(=O)c2onc(C)c2Cl)cc1,9%,145,0%,?,4%,19%
CC1CCCN(CCCNC(=O)C2CCC(CNS(=O)(=O)c3cccc4nsnc34)CC2)C1 (configuration not stated),5%,.,-15%,-10%,-8%,-13%
CN(NC(=O)c1ccccc1Cl)c1ncc(C(F)(F)F)cc1Cl,-19%,33,-1%,-3%,8%,-12%
Cc1nn(C)c(C)c1CN(C)S(=O)(=O)c1ccc(F)cc1,?,-34,2%,0%,-5%,6%
CCOC(=O)N1CCN(Cc2c(NC(=O)c3ccco3)sc(C)c2C)CC1,-24%,11,7%,-14%,3%,-4%
COc1ccc2[nH]cc(CCNC(=O)Nc3ccccc3)c2c1,-2%,-19&-21,2%,6%&21%,3%&-3%,-1%
CCN(CC)CC(=O)Nc1nn(-c2ccccc2)nc1C(N)=O,-29%,-12,0%,3%,-4%,39%[activator]
Cc1ccc(Cn2nc(-c3ccccc3)nc2-c2ccccc2)cc1,3%,136,0%,1%,18%,9%

# Full records as entered above.
# `CC(C)(C)S(=O)(=O)c1cnc(-c2cnccn2)nc1N` across the screens: HCV inhibitor: 1%; HCMV antiviral: 68; Giardia FBPA inh: -8%; AmpC detergent: 4%; Sm TGR inh: 1%; AMA1-RON2 inh: 39%[activator]
# `Cc1ccc(Cn2nc(-c3ccccc3)nc2-c2ccccc2)cc1` across the screens: HCV inhibitor: 3%; HCMV antiviral: 136; Giardia FBPA inh: 0%; AmpC detergent: 1%; Sm TGR inh: 18%; AMA1-RON2 inh: 9%

# Continuation:
SMILES,HCV inhibitor,HCMV antiviral,Giardia FBPA inh,AmpC detergent,Sm TGR inh,AMA1-RON2 inh
COc1ccc(NC(=O)Nc2c(C)n(C)n(-c3ccccc3)c2=O)cc1,12%,76,0%,-12%,7%,3%
S=C(NCCc1ccccn1)Nc1ccccc1Cl,-2%,43,-26%,0%,25%,87%[activator]
N/C(=N\N=C\c1cccc(O)c1)c1nonc1N,2%,164,-3%,-18%,-6%,3%
Cn1cccc1C1C(C#N)=C(N)OC2=C1C(=O)CC(C)(C)C2 (configuration not stated),2%,-11,1%,3%,-11%[57.1 µM],10%
Cc1oc(-c2ccccc2Cl)nc1CN(Cc1ccccn1)C[C@@H]1CCC(=O)N1,-4%,-23,-11%,3%,-35%,90%[activator]
CC(NC(=O)NNC(N)=S)(C(F)(F)F)C(F)(F)F,4%,-17,18µM*,4%,-5%,49%[activator]
CCN(CC(=O)Nc1ccc2c(c1)OCCO2)CC(=O)Nc1ccc(C)c(S(=O)(=O)N(C)C)c1,?,-16,.,.,.,16%
CCC(C)c1ccc(NC(=O)c2cccnc2)cc1 (configuration not stated),?,11,-26%,-10%,-9%,0%
CCC(CO)Oc1cc(NC(=O)c2cccc3ccccc23)c2ncn(C(C)C)c2c1 (configuration not stated),?,13,.,.,.,3%
COC(=O)c1sc(NC(=S)NC(=O)c2cc(OC)c(OC)c(OC)c2)nc1C,-24%,-6,3.2µM*,-11%,-25%,53%[activator]
CN(C)CCCNC(=O)C[C@H]1C[C@H](C(=O)N2CCCCC2)[C@@]2(CCc3ccccc3)c3[nH]c4cc(-c5ccco5)ccc4c3CCN2C1=O,?,?,.,.,.,?
CCOc1ccc(N2C(=O)CC(N3CCN(C(=O)CN4CCCC4)CC3)C2=O)cc1 (configuration not stated),13%,-9,5%,?,35µM*,5%
COc1ccc(C(C(=O)NC2CCCCC2)N(Cc2cccs2)C(=O)Cc2c[nH]c3ccccc23)cc1OC (configuration not stated),?,-40,1%,-8%,0%,19%
COc1ccc(S(=O)(=O)N2CCCCC2)cc1NC(=O)Cn1c(=O)cnc2ccccc21,12%,-24,.,.,.,-2%
Cc1ccc(/C=N/NC(=O)CSc2nc3nc(C)cc(C)n3n2)cc1,14%,-26,5%,4%,-33%,9%
Cc1ccc(N2C(=O)N(CC(=O)NC(N)=O)C(=O)C2C)cc1 (configuration not stated),-6%,-1,3%,4%,6%,2%
Cc1ccsc1C(=O)Nc1cc(Cl)ccc1-n1cncn1,7.1µM*,52,.,.,.,11%
N#CCSc1nc(N)c(C#N)c(C2CCCCC2)c1C#N,2%,-29,0%,-2%,-3%,-13%
CCN1C(=O)C(=C/C=C/c2ccco2)C(=O)N(CC)C1=S,-1%,-15,-25%,-12%,8.9µM*,4%
CCOC(=O)C1CCN(S(=O)(=O)c2cc(-c3onc(C)c3C)ccc2OC)CC1,.,23,.,5%,6%,.
O=C(CN(C(=O)CCC(=O)Nc1ccccn1)c1ccc2c(c1)OCO2)NCc1ccc(F)cc1,-8%,36,-9%,8%,-24%,14%

# Source: PubChem BioAssay
